Assay outcomes: PubChem BioAssay, National Center for Advancing Translational Sciences (NCATS)
VP16 counter: inhibits Gal4-VP16 luciferase reporter, ROR gamma counter-screen; Drosophila S2 Gal4-VP16 UAS-luciferase, luminescence, 20 h; Potency, µM (top dose mostly 53.6 µM), without a hit: at the top dose activity, negative = inhibition, hits mostly inhibitors; 3.5% of 310,000 active;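 note: Gal4-VP16 expression switched on by copper sulfate through the metallothionein promoter; potency is the fitted concentration of half-maximal effect; % is set by controls: 0 for no effect and ±100 for the full control effect; nearly all actives have a fitted effect of over 50% in size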
Rab9 prom act: activators of Rab9 promoter | 2.8% of 320,000 active | Potency, µM (top dose mostly 9.22 µM), inactives show at the highest dose activation, negative = inhibition, hits mostly activators | Huh7 Rab9 promoter-luciferase reporter, luminescence, 24 h; note: potency is the fitted concentration of half-maximal effect; % of control where 0% means no effect; nearly all actives have a fitted effect of over 60% in size
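Huh7 cells stably carrying Rab9 promoter–luciferase reporter, plated 1500 cells/well, compound added after 2 h and incubated 24 h at 37 °C; luciferase luminescence then read after 10 min with detection reagent.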
RORgamma inh: blocks mouse ROR gamma transcriptional activity | P51450 | Drosophila S2 Gal4-RORgamma UAS-luciferase reporter, 20 h | Potency, µM (series often up to 53.6 µM), inactives show top-dose activity change, negative = inhibition, actives largely listed as inhibitors | 5.4% of 310,000 active | AID 2551; note: potency is the fitted concentration of half-maximal effect; % is set by controls: 0 for no effect and ±100 for the full control effect; nearly all actives have a fitted effect of over 60% in size
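Schneider cells (Drosophila), stable Gal4 DBD–ROR gamma + UAS-luc; 1 hr cmpd preincubation; Cu2+ induction 700 uM final; 20 hr ambient; luminescence.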
ELG1 genotox: inducers of genotoxicity in HEK293T ELG1-luciferase cells | 1.3% of 330,000 active | Potency, µM (series often up to 46 µM), for the others: at the highest dose activity change, positive = activation, hits mostly activators | HEK293T ELG1-luciferase reporter, luminescence, 16 h; note: potency is the fitted concentration of half-maximal effect; % of control where 0% means no effect; nearly all actives have a fitted effect of over 60% in size
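Screening used a luciferase reporter fused to human ELG1 in HEK293T cells. Luminescence was read on a CCD plate imager after 16 hr exposure and 30 min ONE-Glo incubation.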
BRCA1 expr up: BRCA1 expression activation. MCF7-BRCA1-FFLuc reporter, luminescence, 48 h; response scale: scaled: vehicle 0%, 10 µM genistein 100%. Potency, µM (series often up to 46.1 µM), for inactives: at the highest dose activation, hits mostly activators. 1.1% of 380,000 active. AID 624202; note: potency is the fitted concentration of half-maximal effect; nearly all actives have a fitted effect of over 80% in size; some results filed as inactive show a strong effect at the top dose
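48 h compound treatment of MCF7-BRCA1-FFLuc cells (phenol-red free MEM, 37 °C), then 15 min with luciferase substrate and luminescence imaging.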
ELG1 repair inh: ELG1-dependent DNA repair inhibition; HEK293T ELG1-luciferase reporter, luminescence, 16 h; DNA damage induced by 5-fluorouridine; Potency, µM (doses to about 46.1 µM), for the others: top-dose activity change, negative = inhibition, hits mostly inhibitors; 2.3% of 330,000 active; AID 504467; note: potency is the fitted concentration of half-maximal effect; % is set by controls: 0 for no effect and ±100 for the full control effect; nearly all actives have a fitted effect of over 55% in size
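HEK293T cells expressing luciferase-tagged ELG1 (2,000/well) received 5-Fluorouridine plus compound or DMSO for 16 hr at 37 °C. Luciferase was read by ONE-Glo luminescence after 30 min at room temperature.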
TRPV1 ag: activates the human vanilloid receptor TRPV1; Q8NER1; TRPV1-expressing cells, Fluo-8 calcium influx, agonist mode; activation, % at 8.33 µM; 0.19% of 320,000 active; AID 540275; in the data active = activation above about 80%; inconclusive = between about 30% and that limit; note: 0% is about no effect
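Cells expressing TRPV1 were dye-loaded with Fluo-8 and read kinetically: 10 s baseline, 3 min after compound (agonist portion), then 2 min after EC20 capsaicin (allosteric enhancer portion). Calcium-bound dye fluorescence at 480/520 nm.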
FLuc modulator: inhibits or activates purified firefly luciferase, miR-21 counter-screen. Potency, µM (highest dose often 57.5 µM), for the others: at the top dose activity change, negative = inhibition, usual class: inhibitors. 6.9% of 360,000 active. AID 588342. purified FLuc, Km substrates, luminescence inhibition;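 note: potency is the fitted concentration of half-maximal effect; plate controls were vehicle for no effect and reference inhibitor for full effect; nearly all actives have a fitted effect of over 55% in size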
Target sequence (P08659 whole entry, looked up): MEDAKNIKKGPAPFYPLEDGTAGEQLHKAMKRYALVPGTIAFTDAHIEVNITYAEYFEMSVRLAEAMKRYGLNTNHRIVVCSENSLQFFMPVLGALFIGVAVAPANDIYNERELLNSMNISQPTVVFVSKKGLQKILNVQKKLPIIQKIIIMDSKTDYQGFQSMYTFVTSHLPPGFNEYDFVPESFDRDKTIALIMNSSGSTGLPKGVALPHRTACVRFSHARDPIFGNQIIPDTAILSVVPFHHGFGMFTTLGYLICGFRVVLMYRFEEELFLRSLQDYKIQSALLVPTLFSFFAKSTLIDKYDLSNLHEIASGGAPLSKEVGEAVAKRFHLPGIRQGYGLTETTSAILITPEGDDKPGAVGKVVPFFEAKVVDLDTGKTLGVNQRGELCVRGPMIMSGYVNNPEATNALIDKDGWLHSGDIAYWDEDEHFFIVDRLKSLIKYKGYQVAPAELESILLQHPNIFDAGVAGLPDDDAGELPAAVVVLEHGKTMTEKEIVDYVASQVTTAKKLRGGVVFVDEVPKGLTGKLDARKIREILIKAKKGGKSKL
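Purified P. pyralis luciferase, 10 nM final, with Km-level 10 uM D-luciferin and 10 uM ATP in 50 mM Tris acetate pH 7.5, 10 mM Mg acetate, 0.01% Tween-20, 0.05% BSA; 6-point qHTS titration about 60 µM downward; luminescence read.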
Tb PFK block: T. brucei PFK enzyme inhibition | AID 485367 | O15648 | T. brucei PFK, ADP-Glo luminescence | 0.17% of 330,000 active | Potency, µM (titrated, usually from 57.5 µM), for the others: at the top dose activity, negative = inhibition, most hits filed as inhibitors;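 note: potency is the fitted concentration of half-maximal effect; 0% = uninhibited 1x PFK enzyme wells and -100% = no-enzyme wells; nearly all actives have a fitted effect of over 60% in size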
Target sequence (O15648 whole entry, looked up): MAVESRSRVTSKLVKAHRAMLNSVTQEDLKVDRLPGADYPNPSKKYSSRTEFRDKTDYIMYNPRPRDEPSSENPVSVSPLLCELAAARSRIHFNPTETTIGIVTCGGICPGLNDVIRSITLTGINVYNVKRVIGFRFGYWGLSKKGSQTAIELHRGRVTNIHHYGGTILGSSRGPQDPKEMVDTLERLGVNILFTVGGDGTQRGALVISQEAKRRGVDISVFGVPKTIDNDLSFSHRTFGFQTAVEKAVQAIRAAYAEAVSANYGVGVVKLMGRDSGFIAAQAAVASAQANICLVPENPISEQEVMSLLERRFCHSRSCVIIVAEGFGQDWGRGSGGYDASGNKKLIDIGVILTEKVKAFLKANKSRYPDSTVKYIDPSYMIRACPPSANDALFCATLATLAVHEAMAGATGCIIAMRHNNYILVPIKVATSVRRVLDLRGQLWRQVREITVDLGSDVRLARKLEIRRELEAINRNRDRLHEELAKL
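Compounds were pin-transferred as a titration series up to 57 uM into substrate buffer (0.5 mM F6P, 0.1 mM ATP, pH 8.0), then 1.25 nM PFK was added and reactions ran 45 min before ADP-Glo detection.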
p53 reactivation: re-activators of mutant p53. H1299 p53-A138V BP100-luciferase reporter, luminescence, 24 h. Potency, µM (doses to about 92.2 µM), without a hit: at the highest dose activity change, positive = activation, usual class: activators. 0.063% of 320,000 active; note: potency is the fitted concentration of half-maximal effect; % of control where 0% means no effect; nearly all actives have a fitted effect of over 45% in size
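p53-null H1299 cells stably carrying temperature-sensitive p53-A138V and a BP100-luciferase reporter were pinned with compounds (4-point, 1:5 series) and held 24 hrs at 37 deg C. Luminescence was read 10 min after detection reagent.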
NPC1 prom act: NPC1 promoter activation. Huh7 NPC1 promoter luciferase reporter, 24 h. Potency, µM (doses to about 9.22 µM), for the others: top-dose activation, hits mostly activators. 2.4% of 320,000 active. AID 485313;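 note: potency is the fitted concentration of half-maximal effect; % of control where 0% means no effect; nearly all actives have a fitted effect of over 60% in size; reporter is driven by a mutant NPC1 promoter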
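Stable NPC1-promoter luciferase Huh7 line; cpd (DMSO) 24 h, 37 °C, 5% CO2; Amplite luciferase reagent 10 min RT; luminescence readout. qHTS format.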
The depositor's hits bear a star; ? = inconclusive; . = not tested or not shown; [ ] = dose if it differs, or a comment. Unless noted, calls come from the whole dose curve; as a rule, active = well fitted curve in the direction sought with a large enough effect; inconclusive = small, poorly fitted or top-dose-only effect, or another doubt; inactive = no such curve, though single readings can be large; an effect the other way counts as inactive or inconclusive.

SMILES	VP16 counter	Rab9 prom act	RORgamma inh	ELG1 genotox	BRCA1 expr up	ELG1 repair inh	TRPV1 ag	FLuc modulator	Tb PFK block	p53 reactivation	NPC1 prom act
CCSC1=N/C(=C\c2ccccc2)C(=O)N1c1ccc(OC)cc1	-5%	-5%	10%	-3%	0%	20%	9	-14%	1%	-3%	1%
CCOC(=O)C(=CN(CCc1ccccc1)CC(=O)OC)C(=O)OCC	-9%	-2%	9%	2%	0%	-8%	2	4%	0%	5%	-4%
N#Cc1ccc(-c2ccc(OCC3CNC(=O)O3)cc2)cc1 (centres undefined)	.	23%	.	?	11%	?	0	?	5%	.	17%
CC(=O)NCCC(=O)Nc1cc(S(=O)(=O)N2CCCCC2)ccc1N1CCN(C)CC1	.	0%	.	-1%	-2%	2%	0	1%	6%	7%	0%
Cc1nc(CC(=O)NNS(=O)(=O)c2ccc3ccccc3c2)cs1	2%	-6%	-10%[10 µM]	4%	-21%	?	-2	-13%	-2%	-5%	-3%
CCN1CCN(CCOc2cccc(Oc3ccccc3)c2)CC1	25%	-6%	19%	-4%	-12%	9%	0	1%	3%	2%	-4%
CC(C)Oc1ccc(C(=O)N2CCCc3ccccc32)cc1	-7%	11%	?	-2%	35%	-3%	-3	-11%	1%	8%	14%
O=C(OCC(=O)N1CCCCCC1)c1cccc(Cl)c1	.	?	.	15%	37%	?	2	.	-4%	?	14%
O=C(NCc1cc2ccccc2[nH]1)C1CCC(=O)N(CCCN2CCCC2=O)C1 (centres undefined)	-2%	0%	-12%	0%	-19%	5%	-3	7%	1%	-5%	-8%
COc1ccc(N2CCc3c(C)nc4c(OC)cc(OC)cc4c32)cc1	-14%	-8%	-30%	-11%	-23%	?	-2	4%	7%	-3%	1%
Cc1oc2c(O)c(O)ccc2c(=O)c1-c1ccccc1	4%	-2%	-43%	3%	-10%	-9%	0	6%	-1%	15%	-8%
CCOC(=O)N1CCN(C(=O)c2c(Cl)cnn2C)CC1	-10%	-5%	-4%	2%	-1%	-1%	1	1%	1%	-3%	-5%
COc1ccc([N+](=O)[O-])cc1N(CC(=O)NCCCOC(C)C)S(C)(=O)=O	-13%	-2%	8%	4%	0%	16%	-1	0%	-1%	2%	1%
O=C(NCc1nc2ccccc2[nH]1)c1cccc(S(=O)(=O)N2CCOCC2)c1	-2%	1%	19%	-2%	11%	14%	5	1%	-1%	-2%	-1%
CCn1c(SC)nc2cc(S(=O)(=O)N3CCCCC3)ccc21	.	7%	.	-2%	-3%	2%	24	-10%	-1%	9%	0%
Cc1ccc(Cl)cc1NC(=O)COC(=O)CC(C)(C)C	-12%	-3%	-12%	-15%	-38%	?	13	-2%	-7%	-8%	-9%
CCOc1ccc2[nH]c3c(NCCN(CC)CC)ncnc3c2c1	-10%	-13%	-14%	1%	-12%	?	4	1%	7%	1%	0%
CCn1c(SCC(=O)NCc2ccco2)nnc1-c1cccs1	?	-51%[inhibitor]	11µM*	0%	4%	0%	-1	7%	?	1%	0%
O=C(NC12CC3CC(CC(C3)C1)C2)N1CCN(c2nc(-c3ccccc3)cs2)CC1	?	-13%	35%	-9%	-34%	?	14	0%	-3%	-1%	-6%
CC(C)c1ccc2[nH]c(O)c(N=NC(=O)c3cccc(S(=O)(=O)Nc4ccccc4Cl)c3)c2c1	-12%	25%	16%	9%	-21%	0%	0	-7%	0%	9%	9%

Reprinted from the part before: 2 entries, then new ones.
SMILES	VP16 counter	Rab9 prom act	RORgamma inh	ELG1 genotox	BRCA1 expr up	ELG1 repair inh	TRPV1 ag	FLuc modulator	Tb PFK block	p53 reactivation	NPC1 prom act
O=C(NC12CC3CC(CC(C3)C1)C2)N1CCN(c2nc(-c3ccccc3)cs2)CC1	?	-13%	35%	-9%	-34%	?	14	0%	-3%	-1%	-6%
CC(C)c1ccc2[nH]c(O)c(N=NC(=O)c3cccc(S(=O)(=O)Nc4ccccc4Cl)c3)c2c1	-12%	25%	16%	9%	-21%	0%	0	-7%	0%	9%	9%
O=C1c2ccccc2C(=O)N1CC1c2ccccc2CCN1S(=O)(=O)c1ccccc1 (centres undefined)	-3%	-4%	-9%	-4%	-13%	-6%	5	-1%	-3%	-5%	1%
O=C(COc1ccc(S(=O)(=O)Nc2ccc(Cl)cc2)cc1)N1CCOCC1	-1%	2%	?	-9%	-12%	-21%	-1	5%	-1%	-16%	1%
CC(=O)Oc1ccc(/C=C2/Oc3ccccc3C2=O)cc1	-13%	13%	2%	?	71%	?	20	3.8µM*	0%	13%	17%
CCCCn1c(-c2ccc(OC)cc2)nc2c(=O)n(C)c(=O)[nH]c21	4%	-6%	-15%	-2%	-1%	14%	-3	0%	2%	5%	-4%
O=C(N1CCNCC1)N1CCOCC1	-11%	0%	-2%	-4%	.	7%	0	1%	0%	0%	-3%
Cc1ccc(OCC(=O)OCC(=O)c2cccc([N+](=O)[O-])c2)cc1C	1%	5%	-24%	14%	19%	6%	-5	2%	1%	1%	1%
CCc1nnc(NC(=O)CCC(=O)N2CCN(Cc3ccc(Cl)cc3)CC2)s1	-4%	-4%	31%	-11%	-13%	?	0	6%	-6%	-1%	-2%
COC(=O)COc1ccc(S(=O)(=O)N2CCOCC2)cc1	3%	1%	-25%	3%	1%	-1%	-2	2%	1%	-17%	0%
CCOC(=O)C1=C(C)NC(=O)C1(NC(=O)c1cccnc1)C(F)(F)F (centres undefined)	5%	0%	36%	-3%	5%	31%	-4	11%	1%	-5%	-3%
O=C(N/N=C/c1ccc([N+](=O)[O-])s1)C(O)c1ccccc1 (centres undefined)	?	-6%	18%	-12%	-82%	?	19	0%	-11%	?	-4%
O=C(COC(=O)c1nn(-c2ccccc2C(F)(F)F)cc1O)c1ccc(OC(F)F)cc1	.	-5%	.	2%	-20%	6%	-3	1%	0%	0%	1%
O=C(N/N=C/c1cccs1)c1ccc(-n2cccc2)cc1	11µM*	22%	6.3µM*	2%	95%	5%	?	?	0%	2%	8%
CC1CCCC(NC(=O)COC(=O)/C=C/c2ccc3c(c2)OCO3)C1C (centres undefined)	0%	-1%	-16%	6%	-7%	14%	2	2%	0%	-6%	-2%
CCOC(=O)C1(CCOc2ccccc2)CCN(Cc2cccn2-c2cccnc2)CC1	1%	-19%	0%	-9%	-13%	?	13	0%	-13%	0%	-2%
O=C1/C(=C/c2ccccn2)SC(=S)N1c1cccc(O)c1	-2%	15%	-10%	10%	-23%	15%	-1	?	1%	17%	2%
CCN1CCN(C(=O)Nc2cc(Cl)ccc2OC)CC1	-11%	-4%	-12%	4%	1%	9%	2	0%	2%	2%	-6%
Cc1ccc(C2NNC(=O)C2NC(=O)c2ccccc2)cc1 (centres undefined)	17%	12%	?	?	11µM*	?	7	?	-2%	0%	5%
COc1cc(C)nc(Oc2ccc(/C=N/O)cc2)n1	-12%	-5%	-10%	1%	-4%	?	0	1%	1%	0%	-2%
Cc1cccc(NC(=O)Cn2cccc2)c1	-1%	5%	17%	2%	-26%	-3%	.	-5%	0%	-1%	0%
Cc1nnc(SCC(=O)c2cc(C)n(-c3ccc4c(c3)OCO4)c2C)s1	?	?	?	?	28%	?	26	24µM*	1%	42%	25%
CC(=O)N/C(=C\c1cccc([N+](=O)[O-])c1)C(=O)NC(C)C	11%	-14%	-3%	0%	-14%	12%	-2	2%	-1%	-1%	0%
O=C1CC(Sc2ccc(Cl)cc2)C(=O)N1c1ccc2c(c1)OCCO2 (centres undefined)	?	1%	?	-6%	-21%	12%	9	2%	19%	8%	-5%
Nc1nc(N)nc(-c2ccccn2)n1	-9%	-3%	-32%	-3%	4%	0%	2	4%	3%	0%	-1%
CSc1ccc(-c2cc(=O)c3ccccc3o2)cc1	2%[0.365 µM]	?	?	9.2µM*	11%	?	?	4.8µM*	4%	?	24%
CCOc1ccc(S(=O)(=O)Nc2cc(C)ccn2)c2ccccc12	-25%	-3%	-12%	-4%	-35%	?	1	-2%	5%	0%	1%
CCCCNC(=O)Nc1c(C(=O)OC)[nH]c2ccc(C)cc12	2%	-1%	-34%	-4%	-33%	-17%	?	4%	3%	-3%	0%
CCOc1cc(C(=O)Nc2cc(OC)cc(OC)c2)ccc1OCC(=O)N1CCOCC1	.	-1%	.	-4%	10%	-4%	-5	1%	-5%	-10%	-2%
N#Cc1ccc(NC(=O)COC(=O)C2=COCCO2)cc1	-14%	9%	-5%	-5%	8%	11%	3	-1%	6%	1%	12%
COCCNc1nc2nonc2nc1N1CCCC1c1nccs1 (centres undefined)	7%	-11%	0%	0%	2%	14%	1	0%	-25%	4%	-1%
c1ccc(CSc2nnc(-c3ccco3)c(-c3ccco3)n2)cc1	?	-4%	?	3%	-55%	3%	0	-19%	?	7%	9%

Some values from above.
COCCNc1nc2nonc2nc1N1CCCC1c1nccs1 (centres undefined) | ELG1 genotox: 0%
Nc1nc(N)nc(-c2ccccn2)n1 | VP16 counter: -9%
